From PubChem
Xi reactivation – X-chromosome reactivation activator | 360,000 tested, 0.055% active | AID 743238 | activation, % at 7.58 µM | XiGFP mouse fibroblasts, % GFP-positive cells imaging, 3 d; cells co-treated with 5-aza-dC sensitizer; scaled so ellipticine positive control = 100%;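 active = mean normalized replicate activation at least 10% and every replicate at or above 10%; inconclusive = only one of the two criteria met; inactive = mean below 10% and not all replicates reach 10%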;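 also: 0% = median of on-plate neutral control wells and 100% = ellipticine 6 µM median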
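Schedule: 3 d treatment, 15 min room-temperature fixation; system: 68-5-11 XiGFP fibroblast line; buffer or medium: DMEM plus 5-aza-dC sensitizer; control set: ellipticine 6 µM positive control; compound: one concentration, pinned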
ARNT TACC3 PPI – ARNT/TACC3 interaction disruption; inhibition, % at 9.99 µM; 390,000 tested, 0.66% active; AID 623870; AlphaScreen His-ARNT PAS-B/GST-TACC3 binding, luminescence; TACC3 fragment carries E629A point mutation;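 active = mean inhibition of replicates at least 50% and at least half of replicates each reaching 50%; inconclusive = half or more replicates reach 50% but mean below 50%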;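 also: 0% = complete ARNT plus TACC3 wells and 100% = ARNT alone without TACC3; many hits fall short of the cut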
ERp5 block – inhibitors of human ERp5 | 350,000 tested, 0.05% active | Q15084 | inhibition, % at 9.99 µM | AID 651711 | ERp5 insulin aggregation, absorbance 650 nm, 90 min;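 active = mean replicate inhibition above about 25%, with every replicate also reaching it, limit read from the data, passing the limit was not always enough; inconclusive = only one of those two criteria met; inactive = neither criterion met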
Target sequence (Q15084 whole entry, looked up): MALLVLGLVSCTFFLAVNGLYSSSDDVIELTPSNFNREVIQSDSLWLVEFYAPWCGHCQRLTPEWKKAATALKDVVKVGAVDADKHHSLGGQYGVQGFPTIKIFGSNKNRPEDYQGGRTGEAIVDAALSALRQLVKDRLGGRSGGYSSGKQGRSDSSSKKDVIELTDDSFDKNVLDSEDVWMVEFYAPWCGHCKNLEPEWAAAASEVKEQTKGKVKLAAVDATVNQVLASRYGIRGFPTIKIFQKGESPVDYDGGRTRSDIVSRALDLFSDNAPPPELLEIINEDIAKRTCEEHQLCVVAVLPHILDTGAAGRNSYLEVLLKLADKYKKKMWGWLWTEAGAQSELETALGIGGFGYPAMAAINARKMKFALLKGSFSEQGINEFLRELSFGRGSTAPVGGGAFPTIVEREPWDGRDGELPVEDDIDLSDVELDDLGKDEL
EWS-Fli block – inhibitors of EWS/Fli oncoprotein transcriptional activity. inhibition, % at 12.6 µM. 350,000 tested, 0.67% active. A673 NR0B1-luciferase reporter, viability-normalised;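 active = mean inhibition of at least 50% after viability correction, with every replicate also passing that limit; inconclusive = mean reaches 50% but only one of two replicates passes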;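 also: firefly luciferase signal divided by Alamar Blue viability fluorescence both relative to DMSO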
DENV2 CPE – DENV2-induced cell death inhibition | 350,000 tested, 1.7% active | CPE inhibition, % at 9.99 µM | AID 651640 | DENV2-infected cells, cytopathic effect rescue, plate reader; in the data active = CPE inhibition above about 20%, passing the limit was not always enough; inconclusive = no clear call, values can overlap the other calls; tested in BHK-21 cells;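 also: 0% = median of neutral control wells and 100% = median of positive control wells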
PAX8 inh HTS – lowers PAX8-driven luciferase in RMG-I cells. RMG-I TPO-luciferase reporter, SteadyGlo, 24 h. AID 652154. 360,000 tested, 1.2% active. inhibition, % at 12.6 µM;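 active = mean replicate inhibition at least 60% with every replicate also reaching 60%; inconclusive = only one of the two criteria is met; inactive = mean below 60% and not all replicates reaching 60%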;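 also: luciferase light reporting Pax8 driven TPO promoter activity; plate controls were median of neutral control wells for no effect and mitoxantrone controls for full effect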
CFTR F508del cor – correctors of CFTR F508del function in bronchial epithelial cells; activity (quench increase), % at 7.58 µM; 350,000 tested, 0.36% active; CFBE cells, YFP halide quenching; stimulated with forskolin plus potentiator P3; % fluorescence drop versus neutral controls; AID 720511;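 active = mean added fluorescence quench of at least 8% versus neutral control, with both replicates also reaching 8%; inconclusive = only one of the mean or replicate conditions met; inactive = mean below 8% and not both replicates reaching 8%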;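 also: cells transiently co-express mutant CFTR-F508del with the halide-sensitive YFP; corrector assay measuring rescue of mutant channel to the surface after 24 h compound exposure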
INS-1E GSIS act – GLuc luminescence reporter in INS-1E cells, primary screen for activators of glucose-dependent secretion of insulin | 370,000 tested, 0.61% active | INS-1E GLuc reporter insulin secretion, 2-3 h | AID 743287 | activation, % at 16.6 µM;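 active = lowest replicate activation of at least 40%, so every replicate reaches that level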;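 also: 0% = median of neutral control wells and 100% = median of IBMX positive control wells; some compounds called inactive have numbers as strong as hits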
Starred values were filed as active, the others as inactive; ? = inconclusive; . = not tested or not shown.

cpd	Structure	Xi reactivation	ARNT TACC3 PPI	ERp5 block	EWS-Fli block	DENV2 CPE	PAX8 inh HTS	CFTR F508del cor	INS-1E GSIS act
1	CCC1(c2ccc(OC)cc2)NC(=O)N(CC(=O)N2CCc3ccccc32)C1=O (stereo not drawn)	0.3	2.9	2.8	8.1	-2.4	23.7	-2.0	9.1
2	C[C@@H]1CN([C@H](C)CO)C(=O)c2c(c3ccccc3n2C)-c2ccccc2CO[C@@H]1CN(C)Cc1ccc2c(c1)OCO2	-0.1	.	-3.3	8.6	2.5	6.9	2.4	4.8
3	CC1CC(C)CN(S(=O)(=O)c2ccc3c(c2)oc(=O)n3CC(=O)N(C)Cc2ccccc2)C1 (stereo not drawn)	0.0	-1.7	2.7	17.1	0.2	3.5	-5.0	1.2
4	COc1ccc2nc3ccccc3nc2c1NC(=O)c1ccc(Br)cc1	0.3	-22.4	-0.3	-1.1	-2.7	8.0	.	-0.2
5	CC(=O)Nc1ccc(Nc2nnc(-c3ccc(C)c(S(N)(=O)=O)c3)c3ccccc23)cc1	0.0	9.3	3.2	7.7	-5.7	20.9	-1.8	-14.7
6	COC(=O)c1cc(NC2c3ccccc3C(=O)N2CCN2CCOCC2)cc(C(=O)OC)c1 (stereo not drawn)	0.2	16.4	-3.7	-3.6	-6.9	4.5	-1.9	-10.5
7	COc1ccc(C)cc1NC(=O)CSc1nc2ccccc2nc1N1CCCC1	-0.1	-3.8	-5.4	4.2	-0.3	22.4	-0.1	1.6
8	COc1ccc(CN2CCN(C(=O)C3CCN(S(=O)(=O)c4cccs4)CC3)CC2)c(OC)c1OC	0.0	33.6	-3.8	6.1	-0.8	9.9	-0.8	-1.4
9	CCOc1ccc(NS(=O)(=O)c2cc(NC(=O)CCS(=O)(=O)c3ccc(C)cc3)ccc2OC)cc1	0.6	-8.5	.	.	.	16.4	.	4.0
10	CC1(C)Cc2ccccc2-c2nnc(C(F)(F)F)n21	-0.1	-18.8	-3.4	-6.4	3.9	16.0	.	.
11	COc1ccccc1NC(=O)C1CCN(S(=O)(=O)c2cccc3nonc23)CC1	0.3	-7.3	-7.6	-10.7	-3.3	10.9	-1.0	-0.9
12	O=C(NC1CCCCC1)C(c1cccnc1)N(C(=O)c1ccc(Cl)nc1)C1CCCCC1 (stereo not drawn)	0.0	-2.2	2.7	1.4	13.7	13.9	2.6	-4.8
13	CCN(C(=O)c1cccc(Br)c1)c1ccccc1	0.0	-1.7	1.7	-2.6	1.9	23.2	2.8	6.7
14	C=CC[C@@H](CC(=O)NCCO)C(=O)N[C@@H](COC(=O)[C@@H](CC=C)CC(=O)OC(C)(C)C)Cc1c[nH]c2ccccc12	0.1	3.9	4.0	4.2	-17.9	-16.0	-0.3	-11.7
15	CCOC(=O)[C@H]1[C@H]2COc3ccc(Br)cc3[C@@H]2N2C(=O)c3cc(Br)ccc3NC(=O)[C@@]12C	0.0	1.6	5.2	1.8	2.9	6.5	0.2	-3.9
16	CCc1ccc(C(=O)COC(=O)c2cc([N+](=O)[O-])ccc2NCCO)cc1	0.1	-3.2	2.0	.	-4.2	-4.8	.	0.0
17	COc1ccccc1S(=O)(=O)N1CC[C@H]2[C@H](CO)Nc3ccc(Br)cc3[C@H]21	0.1	4.9	.	7.5	-8.1	1.0	2.2	-8.0
18	Cc1ccc(S(=O)(=O)NCC(=O)N(CC(=O)NCC2CCCO2)c2cccc(F)c2)cc1 (stereo not drawn)	0.0	-2.5	-3.4	0.2	?	-5.5	-3.8	1.2
19	COc1ccc(-c2cnc3c(c2)C(=O)N([C@H](C)CO)C[C@H](C)[C@H](CN(C)Cc2cccc(C(F)(F)F)c2)O3)cc1	0.0	-10.8	-1.3	19.4	-0.5	-2.5	2.8	-20.2
20	C#CCOCCOCCOCCNc1nc(N2CCN(C(=O)[C@H]([C@@H](C)CC)n3cc(CCCCN)nn3)CC2)nc(N2CCN(C(=O)[C@H](C)n3cc(CCC(=O)O)nn3)CC2)n1	-0.1	-0.2	0.3	-8.8	19.2	3.8	1.8	6.0
21	C[C@@H]1CN([C@H](C)CO)C(=O)c2cc(NC(=O)NC3CCCCC3)ccc2O[C@H]1CN(C)Cc1ccccc1	-0.8	-11.7	-15.1	-3.4	9.0	-4.7	2.0	-2.0
22	CNC(=O)CC1C(=O)N(C)C(=S)N1NC(=O)c1ccccc1 (stereo not drawn)	1.3	-7.5	1.3	15.2	3.1	-10.6	0.4	-4.7
23	Cc1ccc(N2C(=O)NC(NC(=O)C(C)(C)C)(C(F)(F)F)C2=O)cc1 (stereo not drawn)	0.0	-4.5	.	.	.	-26.4	.	0.0
24	Cc1ccc(-c2ccc([C@H]3[C@@H](CO)N4CCCCN(C(=O)c5ccncc5)C[C@@H]34)cc2)cc1	0.1	6.1	-1.7	.	9.7	-4.6	-1.3	-21.9
25	Cc1noc(C)c1C(=O)NNc1cc(Cl)ccc1Cl	0.0	2.7	2.9	14.7	-0.9	12.1	-2.0	.
26	COc1cccc(C(=O)NCCS(=O)(=O)NCCc2ccc(OC)c(OC)c2)c1	-0.2	3.1	-0.7	1.4	1.3	.	-1.8	23.4
27	C[C@@H]1CN([C@@H](C)CO)C(=O)c2cc(C3=CCCC3)cnc2O[C@H]1CN(C)C(=O)Nc1ccc(F)cc1	-0.2	-6.1	1.8	6.6	3.7	.	-1.6	-14.2
28	CCCCCCCCN1C(=O)[C@H](CC(=O)NCCc2ccccc2OC)C[C@@]2(C(=O)OCC)CCC=C12	0.0	.	0.9	2.4	-2.0	-2.6	-0.4	.
29	CC(C)(C)c1ccc(NC(=O)c2cc(C3CCCN(S(=O)(=O)c4cccc5cccnc45)C3)on2)cc1 (stereo not drawn)	0.0	.	0.9	21.8	3.7	-21.9	-1.5	-6.3
30	O=S1(=O)CC(O)C(N=Nc2c(O)n(Cc3ccccc3)c3ccccc23)C1 (stereo not drawn)	-0.1	-5.4	9.7	-4.2	-7.3	4.7	-1.1	-12.4
31	Cc1cc2cc(CNC(=S)Nc3ccc(OC(F)(F)F)cc3)ccc2[nH]1	1.4	-1.5	9.0	4.1	-1.5	28.6	1.0	9.4
32	COc1ccc(OC)c(S(=O)(=O)N2CCCC2C(=O)NC(C)c2ccccc2)c1 (stereo not drawn)	0.1	-11.2	7.2	-3.9	3.0	4.7	-2.5	-8.2
33	CS(=O)(=O)N1CC(=O)N2[C@@H](CO)[C@H](c3ccc(C#Cc4ccccc4)cc3)[C@@H]2C1	0.1	.	-1.8	-0.9	12.6	18.6	0.1	0.6
34	CCOC(=O)N1CCN(C(=O)c2cc3c(s2)-c2ccccc2OC3)CC1	0.0	-2.3	-5.6	-4.7	-1.4	0.3	-3.1	-21.4
35	CCCCC1NC(C(=O)O)CS1 (stereo not drawn)	0.1	-18.2	-2.9	5.6	0.4	16.7	1.6	11.8
36	CO[C@@H]1CN(C)C(=O)c2cc(NC(=O)c3nc4ccccc4s3)ccc2OC[C@H](C)N(Cc2cncnc2)C[C@@H]1C	0.0	3.0	6.3	-18.6	6.0	.	-1.4	-38.0
37	Cc1ccc(S(=O)(=O)NC(CC(=O)O)c2ccco2)cc1 (stereo not drawn)	.	-1.7	5.2	-1.2	5.5	.	1.5	52.1
38	C[C@@H]1CN([C@H](C)CO)C(=O)c2cc(/C=C/c3ccccc3)cnc2O[C@@H]1CN(C)C(=O)C1CCOCC1	-0.2	-1.9	-2.3	-16.9	-6.9	-18.9	3.2	3.8
39	CCN(c1ccccc1)S(=O)(=O)c1cc(C(=O)OC2CCOC2=O)ccc1C (stereo not drawn)	0.1	-4.5	4.0	0.5	-3.3	-2.2	1.9	-4.4
40	CN(NS(=O)(=O)c1ccc(Cl)cc1)c1ncc(C(F)(F)F)cc1Cl	0.0	12.8	-2.1	8.4	1.3	5.7	.	-6.4
41	O=C1CC(=O)N(c2cccc(F)c2)N1	0.0	1.9	-0.1	-18.1	.	-4.5	2.3	2.4
42	O=C(Cc1ccccn1)N1CC(=O)N2[C@H](CO)[C@@H](c3ccc(C#CC4CCCC4)cc3)[C@@H]2C1	0.1	.	-0.2	3.3	-2.1	.	3.6	-1.1
43	CN1CCN(C(=O)c2cc(COc3c(F)cccc3F)on2)CC1c1ccccc1 (stereo not drawn)	0.0	2.6	-0.8	-21.6	5.4	-7.9	2.0	-7.8
44	N=c1n(CC(=O)c2ccc(Br)s2)c2ccccc2n1Cc1ccccc1	-0.3	8.2	0.9	59.7*	8.7	46.7	-7.7	-55.2
45	COc1ccc(C(C(=O)NC(C)(C)C)N(Cc2ccc(F)cc2)C(=O)CCC(=O)Nc2cc(C)on2)cc1 (stereo not drawn)	0.1	26.8	-1.3	2.2	4.4	13.8	-0.5	-34.6
46	COc1ccc(S(=O)(=O)N(C)C[C@H]2Oc3ccc(NC(=O)CCCN(C)C)cc3C(=O)N([C@H](C)CO)C[C@@H]2C)cc1	0.0	-4.0	-1.0	-14.7	-6.5	1.2	4.2	9.6
47	CC(NCC(O)COCc1ccc(Cl)cc1)c1ccccc1 (stereo not drawn)	0.2	-3.3	0.2	10.8	3.0	5.4	2.0	-0.6
48	O=C(C1CC1)N1CC[C@@H]2[C@H]1c1cc(-c3cccc(F)c3)ccc1N[C@@H]2CO	0.0	6.7	.	-8.0	.	19.7	1.2	-36.4
49	Cc1cc(C)n(-c2ccc(NC(=O)C3CCN(Cc4ccc(C)o4)CC3)cc2)n1	0.0	2.4	13.5	-4.6	0.0	13.5	3.9	1.8
50	Cc1ccc(CN(C)C(=O)c2cc(Br)c(Br)s2)o1	0.0	-3.1	-6.1	-1.4	-1.7	-19.1	-3.2	0.0

Arranged by value in ARNT TACC3 PPI (descending): 3 from the list above.
| No. | molecule | ARNT TACC3 PPI | ERp5 block | CFTR F508del cor | INS-1E GSIS act |
| --- | --- | --- | --- | --- | --- |
| 44 | N=c1n(CC(=O)c2ccc(Br)s2)c2ccccc2n1Cc1ccccc1 | 8.2 | 0.9 | -7.7 | -55.2 |
| 50 | Cc1ccc(CN(C)C(=O)c2cc(Br)c(Br)s2)o1 | -3.1 | -6.1 | -3.2 | 0.0 |
| 46 | COc1ccc(S(=O)(=O)N(C)C[C@H]2Oc3ccc(NC(=O)CCCN(C)C)cc3C(=O)N([C@H](C)CO)C[C@@H]2C)cc1 | -4.0 | -1.0 | 4.2 | 9.6 |

The order is random; about 4.2% have a hit in one of these screens.
